Source: PubChem (several laboratories)
IEC-6 tox: cytotoxicity in IEC-6 intestinal epithelial cells, primary screen, cytotoxicity control for KLF5 inhibitor project, cell-based, luminescence | inhibition, % at 5 µM | hit rate 0.78% among 290,000 | IEC-6 cytotoxicity, luminescence viability | AID 1825, 2009; in the data active means inhibition above about 22%;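 further: 0% = plate median of test compound wells and 100% = cytotoxic reference compound wells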
HIF activator: HIF pathway transcriptional activators, primary screen, cell-based, U2OS HRE-luciferase, luminescence | U2OS HRE-luciferase reporter; normalized: DMSO 0%, desferrioxamine 100% | activation, % at 7.5 µM (by protocol) | hit rate 0.32% among 300,000 | AID 1910, 2009;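 active means mean activation of at least 10% of the iron chelator positive control signal, with at least half of replicates also reaching 10%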
TRPC4 act: activators of mouse TRPC4 channel, primary screen, Fluo4 calcium, HEK293 TRPC4beta/mu-opioid cells; Fluo4 calcium fluorescence; stronger effect = higher value; B-score at 10 µM; hit rate 0.49% among 310,000; AID 2237, 2010;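 active means B-score above 5 SD of library B-scores, and initial fluorescence ratio not above library mean plus 5 SD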;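 further: positive B-score marks a calcium rise read as TRPC4 activation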
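System – HEK293 cells stably co-expressing mouse TRPC4beta and mu-opioid receptor · Signal – Fluo4 calcium-sensitive dye fluorescence, kinetic, 1 Hz baseline · Benchmarks – buffer (low) and maximal DAMGO (high) · Read-out – B score of integrated fluorescence ratio per well · Incubation – dye loading 45 min room temperature, 110 s kinetic read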
TRPC6 activator: mouse TRPC6 channel activators, primary screen, cell-based, HEK293, membrane potential dye | AID 2550, 2010 | B-score at 10 µM | Short transient receptor potential channel 6 (Mus musculus), Q61143 | hit rate 0.13% among 310,000 | HEK293-TRPC6 membrane potential dye fluorescence; stronger effect = higher value;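 active means B-score of the integrated fluorescence ratio above library mean plus 3 SD, and starting fluorescence ratio within library mean plus 5 SD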;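 further: higher score means more depolarization so channel activation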
aSyn 5UTR inh: MLPCN primary screen, SNCA 5' untranslated region; alpha-synuclein 5'UTR reporter, inhibitor activity; inhibition, % (tested at 7.5 µM); hit rate 0.82% among 300,000; AID 1813, 2009; in the data active means inhibition above about 60%;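 further: H4 neuroglioblastoma cells stably carrying SNCA 5'UTR luciferase fusion; 0% = DMSO wells and 100% = positive control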
TRPC6 inh: mouse TRPC6 channel inhibitors, primary screen, cell-based, HEK293, membrane potential dye; hit rate 1.1% among 310,000; B-score at 10 µM; ACh-evoked depolarization; stronger effect = lower value; Short transient receptor potential channel 6 (Mus musculus), Q61143;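 active means B-score under library mean minus 3 SD, initial fluorescence not abnormally high, positive integrated signal ratio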;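 further: B-score derived from integrated fluorescence ratio over the kinetic read; more negative B-score means stronger inhibition of depolarization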
TRPC4 potent: positive allosteric modulators of TRPC4, primary screen, cell-based, mouse TRPC4beta, HEK293 mu-opioid, Fluo-4 calcium; Short transient receptor potential channel 4 (Mus musculus), Q9QUQ5; DAMGO EC20, Fluo-4 Ca2+ flux; stronger effect = higher value; B-score at 10 µM; hit rate 0.42% among 310,000; AID 2227, 2009;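 active means B-score of calcium response area above 5 SD of library B-scores, with initial fluorescence ratio within 5 SD of library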;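 further: B-score of integrated fluorescence ratio over time as area under calcium response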
SKKanGAS inh: S. pyogenes SKKanGAS growth inhibitors in kanamycin, primary screen, streptokinase expression inhibitor project, SKKanGAS strain, BacTiter-Glo luminescence | AID 1662, 2009 | inhibition, % at 7.5 µM | 6 h | hit rate 1.3% among 300,000;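 active means mean replicate score, as percent of positive control median, at least 50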;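 further: strain carries kanamycin resistance gene driven by streptokinase promoter and grows in 40 µg/ml kanamycin; loss of luminescence reflects streptokinase promoter inhibition or plain growth inhibition; 0% = median of DMSO wells and 100% = positive control at its reference dose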
MrgX1 antagonist: antagonists of human MrgX1 receptor, primary screen, HEK293 cells, Fluo-4 calcium flux | Mas-related G-protein coupled receptor member X1 (Homo sapiens), Q96LB2 | BAM8-22 antagonism; stronger effect = lower value | B-score at 10 µM | hit rate 1.3% among 310,000;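 active means calcium-response B-score plate-corrected more than 3 library SD below zero, starting fluorescence within 5 deviations, no agonist response on first addition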;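 further: peak minus trough fluorescence over baseline after final BAM8-22 challenge near maximal dose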
Target sequence (Q96LB2 whole entry, looked up): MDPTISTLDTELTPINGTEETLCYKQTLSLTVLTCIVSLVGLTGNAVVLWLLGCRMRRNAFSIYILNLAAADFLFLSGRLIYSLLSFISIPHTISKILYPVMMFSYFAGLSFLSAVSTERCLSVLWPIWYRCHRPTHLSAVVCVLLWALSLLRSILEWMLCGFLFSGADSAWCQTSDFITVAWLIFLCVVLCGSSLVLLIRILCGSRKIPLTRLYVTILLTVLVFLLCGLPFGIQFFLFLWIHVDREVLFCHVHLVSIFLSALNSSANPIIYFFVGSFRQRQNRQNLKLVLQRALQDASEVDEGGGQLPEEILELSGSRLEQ
KLF5 inh: KLF5 expression inhibitors, primary screen, DLD-1 cells, luminescence; hit rate 0.23% among 290,000; inhibition, % at 5 µM; DLD-1 KLF5 promoter-luciferase reporter; AID 1700, 2009;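 active means inhibition above a per-plate limit of that plate's mean compound inhibition plus 3 SD, cut at about 60% in these data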;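 further: 0% = DMSO wells and 100% = LY294002 at 200 µM; higher means less KLF5 promoter-driven luciferase light; inactives centre near -14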
TRPC4 block: inhibitors of mouse TRPC4 channel, primary screen, Fluo4 calcium, HEK293 TRPC4beta/mu-opioid cells; Short transient receptor potential channel 4 (Mus musculus), Q9QUQ5; DAMGO-evoked Fluo4 calcium flux; stronger effect = lower value; B-score at 10 µM; hit rate 0.39% among 300,000;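 active means B-score over 3 SD under the library average, no early fluorescence shift, positive overall ratio signal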
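Assay system: HEK293 cells with stable TRPC4beta plus mu-opioid receptor expression. Dosing: single dose. Measured by: Fluo4 Ca2+ flux fluorescence. Also added: DAMGO in two steps, submaximal then maximal. Read-out: B score from integrated Fluo4 fluorescence ratio.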
* = called active by the depositor; i = inactive; . = no result given.

Structure	IEC-6 tox	HIF activator	TRPC4 act	TRPC6 activator	aSyn 5UTR inh	TRPC6 inh	TRPC4 potent	SKKanGAS inh	MrgX1 antagonist	KLF5 inh	TRPC4 block
CCN(CC)S(=O)(=O)c1ccc(N2CCCC2)c(NC(=O)Cc2ccc(OC)cc2)c1	-4	-0.4	i	i	7	i	i	-5	i	-22	i
COC(=O)C1CCN(CCCOc2ccc(CN3CCN(c4ccc([N+](=O)[O-])cc4)CC3)cc2)CC1	3	-0.2	i	i	10	i	i	1	i	-15	i
CC(=O)N(/N=C1\Sc2ccccc2C1=O)c1cccc(C)c1	1	4.3	i	i	-127	i	i	13	i	-77	i
NC(=O)CS(=O)(=O)c1nc2ccccc2n1Cc1ccccn1	-7	-0.2	i	i	-16	i	i	-1	i	-6	i
O=C(COC(=O)c1cccc([N+](=O)[O-])c1)NCC1CCCO1 (stereo not drawn)	-4	-0.5	i	i	26	i	i	-12	i	-20	i
Cn1c(CCC(=O)OCC(=O)Nc2ccc(Oc3ccccc3)cc2)nc(=O)c2ccccc21	-7	-0.4	i	i	-12	i	i	-5	i	4	i
C=CCn1c(CSc2nc3ccccc3s2)nnc1SCC(=O)OCC	-5	-0.1	i	i	-10	i	i	-4	i	-20	i
CCNC(=O)CN(c1ccc(Oc2ccccc2)cc1)S(=O)(=O)c1ccccc1	-4	0.4	i	i	-9	i	i	-1	i	5	i
CCCC1CCC(=NNC(=O)OC(C)(C)C)CC1 (stereo not drawn)	3	0.5	i	i	-24	i	i	6	i	-5	i
O=[N+]([O-])c1cccc(/C=N/N2CCN(Cc3ccc(Cl)cc3)CC2)c1	-4	-1.6	i	i	-27	i	i	-2	i	-12	i
CN(Cc1cc(=O)n2ccsc2n1)Cc1nc2ccccc2c(=O)[nH]1	2	-0.2	i	i	5	i	i	6	i	-16	i
CNS(=O)(=O)c1cc(OCC(N)=O)c(C)cc1Cl	3	0.0	i	i	-5	i	i	2	i	-12	i
CCN(CC)CCn1c2c(c(SCC(=O)Nc3cc(OC)cc(OC)c3)nc1=O)CCC2	.	-3.8	i	i	4	i	i	0	i	.	i
COc1ccc(NS(=O)(=O)c2cccc(C(=O)NNC(=O)c3ccccc3OC)c2)cc1	.	-0.9	i	i	1	i	i	-1	i	.	i
COc1cccc(OCc2ccc(Cl)cc2)c1C#N	2	-0.5	i	i	-21	i	i	22	i	-127	i
CC1(C)CC(NC(=O)c2cccc3ccccc23)CC(C)(C)N1	4	-0.2	i	i	-10	i	i	-1	i	-16	i
CC(C)Oc1ccc(CNC(=O)Oc2ccccc2)cc1	-4	2.9	i	i	-34	i	i	-1	i	-15	i
COCCCn1c(C(=O)N2CC(C)OC(C)C2)cc2c(=O)n3ccccc3nc21 (stereo not drawn)	-9	-0.1	i	i	2	i	i	0	i	-7	i
CCOC(=O)NC(=O)c1cn(CCN(C)C)c(=O)[nH]c1=O	-6	-0.3	i	i	17	i	i	-1	i	-4	i
CCN(CC)c1ccc2cc(C(=O)Nc3ccccn3)c(=O)oc2c1	-2	2.0	i	i	-60	i	i	-4	i	-197	i
COC(=O)CN(c1ccc(F)cc1)S(=O)(=O)c1ccc2c(c1)OCCO2	0	-0.6	i	i	16	i	i	-5	i	18	i
Cc1onc(-c2ccccc2)c1C(=O)c1ccccc1	-3	0.1	i	i	6	i	i	0	i	-4	i
O=C(NCCc1ccccc1)N1CCCC(CNS(=O)(=O)Cc2ccccc2)C1 (stereo not drawn)	1	0.7	i	i	-28	i	i	2	i	-17	i
O=C(O)c1ccc([N+](=O)[O-])c(CS(=O)(=O)c2ccccc2)c1	3	0.9	i	i	9	i	i	8	i	-28	i
O=C(COC(=O)c1ccccc1)Nc1ccc(Cl)cn1	-15	0.1	i	i	11	i	i	-6	i	-18	i
Cc1c(-c2n[nH]c(=S)n2-c2ccc(C(F)(F)F)cc2)nnn1-c1ccccc1	3	-47	i	i	3	i	i	-6	i	-16	i
O=C(NCc1ccccc1Cl)c1ccc2nnsc2c1	-2	0.1	i	i	-42	i	i	-1	i	-9	i
CC(C(=O)NCCc1ccccc1)N1c2cccc3cccc(c23)S1(=O)=O (stereo not drawn)	-6	-0.3	i	i	-7	i	i	2	i	-36	i
CO/N=C/NC(=O)N1OC[C@@H]2COc3ccc4ccccc4c3[C@@H]21	1	-0.4	i	i	5	i	i	3	i	-13	i
COc1ccc(O)c(C(=O)c2cnc3onc(C(C)C)c3c2)c1	1	0.0	i	i	11	i	i	4	i	11	i
O=C(NCCc1nc(-c2ccccc2Cl)no1)c1ccccc1	.	-0.1	i	i	11	i	i	-1	i	.	i
CC(C)COC(=O)n1c(=O)oc2cc(S(=O)(=O)N3CCCCC3)ccc21	-2	0.1	i	i	1	i	i	1	i	-20	i
O=C(NC12CC3CC(CC(C3)C1)C2)C1CCCN1C(=O)NC1CCCCC1 (stereo not drawn)	-2	-0.7	i	i	3	i	i	0	i	10	i
CCOc1ccc(N(CC(=O)NC2CCCCC2)C(=O)CCC(=O)Nc2ccccn2)cc1	-1	-0.4	i	i	-12	i	i	-3	i	-10	i
O=C(Nc1cccc(C(F)(F)F)c1)N1CCN(C(=O)Nc2cccc(C(F)(F)F)c2)CC1	3	-0.1	i	i	5	i	i	-3	i	-9	i
C=CCN(CC=C)C(=S)NC(=O)c1ccc(OC)c(Br)c1	12	-0.3	i	i	-10	i	i	26	i	10	i
Cc1cc(C(=O)N2CCN(c3cc(Cl)ccc3C)CC2)on1	4	-0.4	i	i	2	i	i	-2	i	-25	i
Cc1ccc(C(=O)NNC(=S)NCC2CCCO2)cc1[N+](=O)[O-] (stereo not drawn)	-1	1.6	i	i	5	i	i	21	i	-13	i
CCCCn1c(-c2cccc(C)c2)nc2cc3[nH]c(=O)c(C(C)C)nc3cc21	-2	-0.6	i	i	-8	i	i	38	i	2	i
NC(=O)c1cc(N2C(=O)C3CC=CCC3C2=O)ccc1N1CCCCC1 (stereo not drawn)	1	0.1	i	i	-4	i	i	7	i	-2	i
COc1ccc2c(c1)c1nc3n(c(=O)c1n2CC(=O)Nc1cc(C)[nH]n1)CCS3	2	-0.5	i	i	6	i	i	0	i	-13	i
COCCOc1ccc(C(F)(F)F)cc1NC(=O)COC(=O)C1=COCCO1	.	0.3	i	i	1	i	i	0	i	.	i
Cc1nn(-c2ccccc2)c2nc(N)c(C#N)c(-c3ccc(F)cc3)c12	-6	-0.6	i	i	35	i	i	11	i	-39	i
COc1cc(CC(=O)O)c([N+](=O)[O-])cc1OC	1	1.2	i	i	1	i	i	-3	i	-32	i
O=C(NC1CC1)c1cccc(S(=O)(=O)Nc2ccccc2F)c1	.	-0.2	i	i	8	i	i	-5	i	.	i
CCNC(=O)C1CC(=O)N(c2ccc(OCC)cc2)C1 (stereo not drawn)	5	0.3	i	i	5	i	i	-3	i	-16	i
CCCn1c(=NC(=O)CCS(=O)(=O)c2ccccc2)sc2cc(S(N)(=O)=O)ccc21	.	-0.5	i	i	1	i	i	1	i	.	i
CCOc1cc(C2C3=C(CCCC3=O)NC3=C2C(=O)CCC3)ccc1OCCO	-1	-1.0	i	i	22	i	i	-1	i	-22	i
CCC1(C)Cc2ccccc2C(=O)N1 (stereo not drawn)	-5	0.0	i	i	24	i	i	1	i	1	i
O=C(c1cc(-c2ccc(Cl)cc2)on1)N1CCN(c2ccccc2)CC1	5	1.7	i	i	-113	i	i	9	i	-69	i

(further entries)
Structure	IEC-6 tox	HIF activator	TRPC4 act	TRPC6 activator	aSyn 5UTR inh	TRPC6 inh	TRPC4 potent	SKKanGAS inh	MrgX1 antagonist	KLF5 inh	TRPC4 block
CSc1nncn1/N=C/c1ccccc1F	2	-0.1	i	i	-1	i	i	-4	i	-21	i
CCOc1ccccc1NC(=O)c1ccc(NC(=O)c2ccco2)cc1	-4	-0.5	i	i	-15	i	i	-5	i	-19	i
O=C(N/N=C/c1ccc(Cl)cc1)c1n[nH]c2c1CCCC2	82*	2.3	i	i	46	i	i	1	i	19	i
COc1ccccc1/C=C/C=N/NC(=O)c1ccco1	-5	2.8	i	i	-112	i	i	-16	i	-70	i
CCCn1c(SCC#N)nc2c(c1=O)C1(CCCC1)Cc1ccccc1-2	-5	1.7	i	i	-1	i	i	13	i	-2	i
O=C(Nc1ccc2sccc2c1)c1cccc(N2C(=O)CCC2=O)c1	-7	2.7	i	i	-45	i	i	3	i	-124	i
O=C(COC(=O)c1cccc(Oc2ccccc2)c1)NCc1ccco1	-4	-0.8	i	i	-7	i	i	-6	i	-14	i
Cc1ccc(NC(=O)Cn2nnc(C(=O)NCc3cccs3)c2N)c(C)c1	1	-0.8	i	i	4	i	i	0	i	-3	i
Cc1cc(/C=C2/NC(=O)NC2=O)c(C)n1-c1sc2c(c1C#N)CCCC2	6	0.0	i	i	-4	i	i	20	i	-8	i
Cc1cccc(OCC(=O)N/N=C2/SCC(=O)N2Cc2ccco2)c1	0	-0.2	i	i	-5	i	i	-3	i	-27	i

Looked up by compound from above:
Structure	IEC-6 tox	HIF activator	TRPC4 act	TRPC6 activator	aSyn 5UTR inh	TRPC6 inh	TRPC4 potent	SKKanGAS inh	MrgX1 antagonist	KLF5 inh	TRPC4 block
CCCn1c(SCC#N)nc2c(c1=O)C1(CCCC1)Cc1ccccc1-2	-5	1.7	i	i	-1	i	i	13	i	-2	i
COc1ccccc1/C=C/C=N/NC(=O)c1ccco1	-5	2.8	i	i	-112	i	i	-16	i	-70	i
